Bioassay records (PubChem BioAssay)
PREPL inh = PREPL enzyme inhibitors, primary screen, biochemical, fluorescence polarization | recombinant PREPL, fluorescence polarization activity-based probe | inhibition, % at 5.96 µM | 0.68% of 320,000 active; in the data active means inhibition above about 43%;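 further: 0% = enzyme with DMSO and 100% = wells lacking enzyme; many of its hits are not listed in these tables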
PP1 counter = PP1-alpha phosphatase inhibitors, primary screen, counter-screen for PP5 inhibitor project, biochemical, fluorescence, OMFP substrate, single point; Serine/threonine-protein phosphatase PP1-alpha catalytic subunit (Homo sapiens), P62136; 0.9% of 320,000 active; purified PP1alpha; inhibition, % at 6.7 µM;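 active means inhibition above the mean inhibition of all tested compounds plus 3 SD, computed separately for each screening campaign, cut at about 15% in these data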
Target sequence (P62136 whole entry, looked up): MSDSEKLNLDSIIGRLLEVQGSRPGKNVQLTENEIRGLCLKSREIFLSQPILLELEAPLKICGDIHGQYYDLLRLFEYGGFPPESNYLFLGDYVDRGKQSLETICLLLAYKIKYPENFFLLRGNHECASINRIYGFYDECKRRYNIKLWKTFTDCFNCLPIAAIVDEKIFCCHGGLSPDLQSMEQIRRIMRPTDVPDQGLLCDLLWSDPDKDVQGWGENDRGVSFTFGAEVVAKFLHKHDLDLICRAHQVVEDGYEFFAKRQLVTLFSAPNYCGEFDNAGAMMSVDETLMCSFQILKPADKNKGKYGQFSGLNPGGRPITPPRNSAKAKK
PP5 inh = PP5 phosphatase inhibitors, primary screen, biochemical, fluorescence; Serine/threonine-protein phosphatase 5 (Homo sapiens), P53041; purified PP5c, OMFP substrate fluorescence; inhibition, % at 6.7 µM; 0.18% of 320,000 active; AID 1987, 2009;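 active means inhibition above the campaign's mean inhibition across all tested compounds plus 3 SD, cut at about 9.5% in these data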;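 further: 0% = DMSO only and 100% = 100 µM cantharidin control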
Target sequence (P53041 whole entry, looked up): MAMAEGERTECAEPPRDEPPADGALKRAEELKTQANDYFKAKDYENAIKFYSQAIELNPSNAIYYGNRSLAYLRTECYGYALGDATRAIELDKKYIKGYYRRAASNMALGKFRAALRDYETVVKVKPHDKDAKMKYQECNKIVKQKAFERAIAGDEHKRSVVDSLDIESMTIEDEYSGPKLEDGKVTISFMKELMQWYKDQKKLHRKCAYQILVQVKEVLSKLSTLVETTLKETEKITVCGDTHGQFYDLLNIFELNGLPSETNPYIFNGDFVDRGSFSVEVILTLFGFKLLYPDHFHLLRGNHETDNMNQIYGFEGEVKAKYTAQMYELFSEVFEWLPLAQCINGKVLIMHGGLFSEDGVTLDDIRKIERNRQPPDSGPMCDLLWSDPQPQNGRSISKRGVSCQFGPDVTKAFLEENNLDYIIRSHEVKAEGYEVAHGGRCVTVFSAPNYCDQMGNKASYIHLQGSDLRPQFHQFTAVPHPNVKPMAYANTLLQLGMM
ZTA counter = counter-screen for EBNA-1 inhibitors: inhibitors of Epstein-Barr virus ZTA; P03206; AID 2234; ZTA-DNA binding, fluorescence polarization; inhibition, % at 11 µM; 0.15% of 320,000 active; in the data active means inhibition above about 33%
Target sequence (P03206 whole entry, looked up): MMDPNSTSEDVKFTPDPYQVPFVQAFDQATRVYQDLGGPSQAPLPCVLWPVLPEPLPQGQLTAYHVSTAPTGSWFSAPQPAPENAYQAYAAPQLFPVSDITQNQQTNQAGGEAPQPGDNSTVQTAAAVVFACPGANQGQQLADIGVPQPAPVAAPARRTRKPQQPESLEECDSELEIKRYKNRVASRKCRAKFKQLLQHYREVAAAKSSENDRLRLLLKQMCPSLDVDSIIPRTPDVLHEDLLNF
EBNA-1 inhibitor = EBNA-1 DNA-binding inhibitors, primary screen, biochemical, fluorescence polarization | inhibition, % at 14.8 µM | 0.34% of 300,000 active | AID 1950, 2009; in the data active means inhibition above about 28%
CTSL1 counter = Fasciola hepatica cathepsin L1 inhibitors, primary screen, counter-screen for PFM18AAP inhibitor project, biochemical, QFRET, fluorogenic peptide substrate. 0.49% of 300,000 active. inhibition, % at 5.96 µM. recombinant F. hepatica cathepsin L1, Z-Leu-Arg-MCA fluorescence. AID 1906, 2009;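 active means inhibition above the mean of all tested compounds plus 3 SD, set per screening campaign, cut at about 17% in these data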;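 further: 0% = plate median of test compound wells and 100% = 1 µM Z-Phe-Ala-diazomethylketone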
Efflux pump inh = inhibitors of Candida efflux pumps in yeast, primary screen, S. cerevisiae, Nile Red, multiplex; S. cerevisiae Candida pump triplex; inhibition, % at 10 µM; 0.44% of 330,000 active; AID 485275, 2010;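 active means plate passing quality check with inhibition over a set limit, or well fluorescence over plate mean plus 4 SD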;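 further: Nile Red retained in pooled yeast measured as flow cytometry median fluorescence; 0% = buffer negative control and 100% = Enniatin B positive control; higher means more Nile Red kept so more efflux inhibition; some compounds called inactive have numbers as strong as hits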
core dimer inh = inhibitors of HCV core protein dimerization, primary screen, biochemical, TR-FRET, high-throughput. TR-FRET GST/Flag-core106 dimerization, 1536-well. inhibition, % at 5 µM. 0.33% of 300,000 active;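 active means inhibition above the mean of all tested compounds plus 3 SD, set per screening campaign, cut at about 45% in these data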
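Assay system: Tagged HCV core106 pair (GST and Flag) | Buffer or medium: KF-containing HEPES buffer, pH 7.45, DTT, CHAPS, BSA | Also added: Eu donor and XL665 acceptor anti-tag antibodies | Dosing: One concentration, 5 µM, in 0.5% DMSO | Timing: 4 h at 22.5 °C | Technique: TR-FRET 671 and 617 nm emission | Repeats: Singlicate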
TPT1 inhibitor = Candida albicans TPT1 enzyme inhibitors, primary screen, biochemical, fluorescence polarization | 0.81% of 300,000 active | recombinant caTPT1, FP RNA substrate dephosphorylation | AID 1962, 2009 | inhibition, % at 5 µM;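 active means inhibition above the mean of all tested compounds plus 3 SD, set per screening campaign, cut at about 24% in these data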;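 further: plate controls were DMSO alone for no effect and ferristatin control at 100 nM for full effect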
Starred values were filed as active, the others as inactive; nt = not tested or not shown.

SMILES	PREPL inh	PP1 counter	PP5 inh	ZTA counter	EBNA-1 inhibitor	CTSL1 counter	Efflux pump inh	core dimer inh	TPT1 inhibitor
Cc1cc(C)cc(NC(=O)c2ccc(CSc3nnc(C)s3)cc2)c1	-8	4	5.0	3	-7	-2	0.2	7	-6
CCOc1cc(C(=O)N2CCCN(C)CC2)cc(OCC)c1OCC	-7	-1	3.7	7	1	-4	0.1	-4	1
CC1=C(C(=O)OC2CCCCC2)C(c2ccccc2Br)NC(=O)N1 (stereo not drawn)	14	3	3.4	3	-13	1	0.0	10	3
Cc1cc(C)nc(/N=C2\NC(=O)CC(C(=O)O)N2c2ccc(Oc3ccccc3)cc2)n1 (stereo not drawn)	-1	0	4.3	3	9	37*	0.1	15	1
O=C(NCCN1CCOCC1)c1ccc(Cl)c(S(=O)(=O)N2CCOCC2)c1	-2	-4	-0.4	8	9	2	-0.3	-1	-2
CC(=O)c1ccc(NC(=O)C2CCCN(c3ncnc4c3nc3n4CCCCC3)C2)cc1 (stereo not drawn)	13	0	-2.7	-20	0	-1	-0.2	-3	5
O=C(CSc1ncccn1)Nc1ccccc1	11	-1	2.7	7	3	-4	0.2	0	6
C/C(N)=C(/C#N)C(=O)COC(=O)[C@@H](NC(=O)c1ccccc1Cl)C(C)C	6	-4	2.6	5	1	-7	0.0	3	1
Cc1ccc(-c2nnc(-c3cccs3)o2)cc1	1	0	1.1	8	0	-1	-0.1	4	4
COCCCN1C(=O)C(=O)/C(=C(/O)c2ccc(OCC(C)C)cc2)C1c1cccnc1 (stereo not drawn)	4	-2	-1.2	6	1	3	0.0	-2	1
O=C(COc1ccc(S(=O)(=O)N2CCCC2)cc1[N+](=O)[O-])N1CCCC1	2	6	1.5	2	nt	nt	-0.1	nt	nt
CCOC(=O)c1ccccc1NC(=O)c1ccccc1N(C)S(C)(=O)=O	7	-2	-1.1	1	10	0	-0.1	1	1
CN1CCC(N2CCCC(C(=O)O)C2)CC1 (stereo not drawn)	-2	-2	-1.6	5	-1	-2	0.0	4	0
COc1ccc(/C=N/OCC(=O)NC(c2ccccc2)c2ccccc2)c(OC)c1	2	-6	1.6	-18	-4	11	-0.1	9	-4
c1ccc2c(CCNc3ncnc4nc[nH]c34)c[nH]c2c1	-4	4	0.5	-5	5	-2	-0.2	0	1
O=C(NCC(c1cccnc1)N1CCOCC1)c1cccc(Cl)c1 (stereo not drawn)	12	0	-0.9	3	0	-1	0.0	4	-5
O=C(N/N=C/c1cccc(O)c1)c1ccc2c(c1)OCCO2	-9	1	1.8	10	8	0	0.0	6	-1
CC(C)COc1ccc(C(=O)N(Cc2ccco2)C2CCS(=O)(=O)C2)cc1 (stereo not drawn)	2	-4	-1.8	-2	7	5	0.0	6	4
Cc1ccc2cc(C)c(Sc3nnnn3-c3ccccc3)nc2c1	-1	0	1.7	19	6	-2	-0.1	6	5
Cc1noc(C)c1CSc1nnc(-c2ccccc2)n1N	-9	-3	-0.5	5	5	2	0.4	1	-2
CC(=O)N1CCN=C1SCc1cccc(F)c1	16	-2	-0.1	7	-12	2	0.0	0	3
Cc1cccc2cc(CN(CCN3CCCC3)C(=O)NC3CCCCC3)c(=O)[nH]c12	12	-1	-0.8	2	3	1	0.0	-1	0
CCN(CC)S(=O)(=O)c1cccc(N=Nc2sc(N)nc2C)c1	11	2	2.3	0	3	-4	-0.2	-5	0
CCC(C)N1CCN(C(=O)c2cc(OC)cc(OC)c2)CC1 (stereo not drawn)	1	1	0.3	11	7	-2	-0.1	-1	-1
Cc1ccc(-c2nc(COC(=O)C3=NN(c4ccccc4)C(=O)CC3)cs2)cc1	-2	0	5.2	7	nt	nt	0.1	nt	nt
Continued.
SMILES	PREPL inh	PP1 counter	PP5 inh	ZTA counter	EBNA-1 inhibitor	CTSL1 counter	Efflux pump inh	core dimer inh	TPT1 inhibitor
Cn1c2ccc(F)cc2c2ncn(Cc3ccco3)c(=O)c21	5	-2	2.0	12	8	4	0.0	-6	-3
Nc1nc(NC(=O)c2cccnc2)nn1-c1ccccc1	1	0	-0.7	12	-6	2	0.0	0	1
COc1ccc(C2CC(c3ccc4ccccc4c3)=NN2C(=O)CNC2CCCCC2)cc1 (stereo not drawn)	13	11	0.1	-4	-9	-1	0.2	-1	3
CCOC(=O)N1CCC(NC(=O)Cn2cc3c(n2)CCC(C)C3)CC1 (stereo not drawn)	-1	-1	-0.6	-10	-5	3	-0.1	-9	-6
Nc1c(C2=NCCO2)nnn1Cc1ccccc1	-5	9	4.2	-6	-2	-4	0.1	5	-1
Cc1ccc(S(=O)(=O)N2CCC(C(=O)Nc3ccccc3N3CCCC3)CC2)cc1	8	1	1.2	-20	4	10	-0.1	-3	-2
Cc1ccc(-n2c(C)cc(C(=O)COC(=O)C3=NNC(=O)CC3)c2C)cc1	10	1	1.6	13	1	-2	0.1	9	-5
COc1ccccc1NS(=O)(=O)c1cccc(C(=O)NCC(c2ccco2)N2CCCC2)c1 (stereo not drawn)	-1	1	2.3	-1	nt	nt	0.1	nt	nt
COc1cccc(-c2cc(C(=O)NCC3CCCO3)c3cc(Br)cc(C)c3n2)c1 (stereo not drawn)	-3	-3	3.7	8	2	-1	-4.8	21	-3
CC1COC(=O)C(NNc2ccc(Cl)c(Cl)c2)=N1 (stereo not drawn)	4	1	1.8	-3	10	-1	0.2	-12	-1
Cc1ccc(CNC(=O)C2CCCN2S(=O)(=O)c2ccc(Cl)cc2)cc1 (stereo not drawn)	1	-5	-1.6	10	-5	3	0.1	3	0
Cc1occc1C(=O)Nc1sc2c(c1C(N)=O)CCCCC2	11	-3	3.5	6	-1	2	0.6	10	8
COc1cccc(NC2c3ccccc3C(=O)N2Cc2ccco2)c1 (stereo not drawn)	-1	5	2.0	2	7	-3	0.1	28	3
O=C(CNc1ccc(Oc2ccccc2)cc1)N1CCOCC1	-11	4	-8.4	-14	-12	11	0.0	-3	3
CC(=O)C(C)n1cnc2scc(-c3ccc(C)cc3)c2c1=O (stereo not drawn)	-6	3	5.3	-17	-6	0	0.3	-3	0
COc1cccc(OC)c1C(=O)Nc1cc(C)on1	0	-2	-0.8	-4	0	2	0.0	5	-1
COC(=O)c1ccc2c(=O)n(CCO)c(=S)[nH]c2c1	-5	-1	0.2	3	8	-1	0.0	-4	-3
Cc1c(NC(=O)C2CCCO2)cccc1[N+](=O)[O-] (stereo not drawn)	-1	-3	2.1	-15	0	-2	0.3	1	1
CCN(CC)CCNc1nc(C(F)(F)F)nc2c1nnn2Cc1ccccc1	-57	-3	1.3	9	5	-1	-0.1	-5	-5
O=C(COc1ccccc1O)Nc1ccc(Cl)cc1	-14	1	2.6	-10	10	-5	0.0	-1	-3
CCOC(=O)N1CCN(C(=O)C(CC)c2ccccc2)CC1 (stereo not drawn)	1	-1	-3.2	-9	-11	-2	0.3	-6	4
O=C1[C@H](O)[C@@H](O)C(=O)N1Cc1ccccc1	3	3	1.2	-7	-17	-2	3.0	-4	-1
CSC1=NCCN1C(=O)C12CC3CC(CC(C3)C1)C2	-1	-3	1.6	11	6	-2	0.0	-5	-1
COc1ccc(N2CC(C(=O)N[C@@H](C)C(=O)NCc3ccccc3OC)CC2=O)cc1 (stereo partly drawn)	0	-2	0.7	1	8	0	-0.2	2	-3
O=C(CNCc1ccccc1)NC1C2CC3CC(C2)CC1C3 (stereo not drawn)	-4	-4	-2.8	17	6	1	-0.1	8	-1

Sorted by length of the SMILES (rising): 3 of the compounds above.
SMILES	PREPL inh	PP1 counter	PP5 inh	ZTA counter	EBNA-1 inhibitor	CTSL1 counter	Efflux pump inh	core dimer inh	TPT1 inhibitor
Nc1c(C2=NCCO2)nnn1Cc1ccccc1	-5	9	4.2	-6	-2	-4	0.1	5	-1
CC1COC(=O)C(NNc2ccc(Cl)c(Cl)c2)=N1 (stereo not drawn)	4	1	1.8	-3	10	-1	0.2	-12	-1
Cc1ccc(S(=O)(=O)N2CCC(C(=O)Nc3ccccc3N3CCCC3)CC2)cc1	8	1	1.2	-20	4	10	-0.1	-3	-2

Part of the list above with just CTSL1 counter and PP5 inh.
SMILES | CTSL1 counter | PP5 inh
COC(=O)c1ccc2c(=O)n(CCO)c(=S)[nH]c2c1 | -1 | 0.2
COc1ccc(C2CC(c3ccc4ccccc4c3)=NN2C(=O)CNC2CCCCC2)cc1 (stereo not drawn) | -1 | 0.1
O=C(COc1ccc(S(=O)(=O)N2CCCC2)cc1[N+](=O)[O-])N1CCCC1 | nt | 1.5

Following part:
SMILES	PREPL inh	PP1 counter	PP5 inh	ZTA counter	EBNA-1 inhibitor	CTSL1 counter	Efflux pump inh	core dimer inh	TPT1 inhibitor
COCC(=O)NC1CCN(S(=O)(=O)c2cccc(C(C)=O)c2)CC1	-1	0	4.0	-11	-9	-2	0.1	2	9
Cc1[nH]n(-c2ccccc2)c(=O)c1C=Nc1ccc(S(=O)(=O)Nc2nccs2)cc1	-2	-2	-0.7	0	7	4	0.0	6	0
CC(=O)Nc1ccc(S(=O)(=O)NCCSCc2cccc(Cl)c2)cc1	-14	1	4.1	-17	-16	-1	0.1	2	0
CCOC(=O)c1cc(C#N)c(SCc2cccc3ccccc23)nc1C	18	-1	3.0	-1	-2	-2	0.7	5	-3
CS(=O)(=O)c1ccc(C(=O)NC(Cc2ccccc2)c2ccccc2)cc1 (stereo not drawn)	3	1	3.2	-14	5	-4	-0.1	-3	1
CCOCCc1nnc(NC(=O)c2cc(OC)c(OC)c(OC)c2)s1	-2	3	-2.4	12	4	2	0.1	1	-3
Cc1cccc(N2CCN(C(=O)c3cccc(N4C(=O)C5C6C=CC(C6)C5C4=O)c3)CC2)c1C (stereo not drawn)	37	2	1.9	1	11	6	-0.2	11	-2
Cn1c(CSc2nc3ccccc3n2C)nc2ccccc21	21	-2	-2.4	10	2	3	0.2	-3	-3
NS(=O)(=O)c1ccc(NC(=O)C2CCCO2)cc1 (stereo not drawn)	12	-1	2.3	-12	0	-1	0.1	-2	-3
OC1(c2ccccc2)CCN(Cc2ccccc2)C2CCCCC21 (stereo not drawn)	4	1	-0.7	-6	-1	2	-0.1	-9	-2
CNC(=S)NCCN1CCOCC1	-1	-4	2.2	3	-6	-1	-0.1	-2	3
O=C(CCN1CCc2ccccc2C(c2ccccc2)C1)c1ccc2c(c1)OCCO2 (stereo not drawn)	-42	-3	0.6	-3	1	6	0.1	6	-5
CC1(C)CC(c2nc(-c3ccc(Br)cc3)cs2)CCS1 (stereo not drawn)	-3	-4	-1.1	-2	1	1	0.0	6	-1
Cn1cccc1/C=N/n1c(-c2ccc(Cl)cc2Cl)n[nH]c1=S	-13	-3	0.7	-17	-3	0	-0.1	4	-3
c1nc(N2CCC3(CC2)OCCO3)c2c3c(sc2n1)CCCC3	27	0	-1.0	14	-6	6	0.6	6	4
Brc1ccc2ncnc(Nc3cccc4ccccc34)c2c1	4	3	1.4	7	17	2	-0.4	4	-2
COc1ccc(-n2nc(C(=O)N3CCN(Cc4ccc5c(c4)OCO5)CC3)c3ccccc3c2=O)cc1	5	-7	2.6	1	-8	-3	0.0	18	1
Cc1ccc(S(=O)(=O)N2CCC(=O)N(C(CO)Cc3ccccc3)CC2)cc1 (stereo not drawn)	9	2	3.2	6	-10	-1	nt	-5	0
COc1ccc(Br)cc1CN(C)C(C)C(=O)Nc1cc([N+](=O)[O-])ccc1OC (stereo not drawn)	25	-6	0.7	-1	9	-1	-0.1	10	-1
Cc1ccccc1C(=O)Nc1ccc(S(=O)(=O)N2CCCC2)cc1	13	2	-0.1	-2	-14	6	0.5	-2	4

Not all compounds are listed, so the mix of outcomes need not match the whole.
